Source: PubChem (National Center for Advancing Translational Sciences (NCATS))
IP6K1 inh – IP6K1 kinase inhibition | Q92551 | IP6K1 kinase, ADP-Glo luminescence, 2 h; active compounds read low | activity change, % (series mostly up to about 58 µM) | 140,000 tested, 0.81% active | AID 1645851; in the data active = activity change below about -25%
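ADP-Glo luminescence measures ADP made by human IP6K1 during a 2 h RT reaction with ATP/IP6 (mix at 1.3 mM/130 uM); top library doses 57.5 and 19.1 uM final.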
SNCA viab count – counter-screen for SNCA expression inhibitors: cell viability. HEK-293-SNCA-luc viability, GF-AFC fluorescence, 24 h. AID 1671193. Potency, µM (series often up to 57.1 µM), for the others: at the top dose activity change, negative = cytotoxicity, usual class: cytotoxic. 150,000 tested, 0.12% active;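 note: potency is the fitted concentration of half-maximal effect; 0% = DMSO-treated cells and -100% = medium-only wells without cells; nearly all actives have a fitted effect of over 30% in size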
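HEK-293-SNCA-luc cells (1500/well) plated 24 h, then exposed 24 h to a dilution series; GF-AFC added 30 min at 37C, fluorescence 405/540 nm; normalised to medium-only and DMSO wells, Hill fit.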
SNCA expr inhib – inhibitors of alpha-synuclein (SNCA) gene expression. HEK-293 SNCA-luciferase knock-in, luminescence, 24 h. Potency, µM (top dose mostly 57.2 µM), inactives show at the highest dose activity change, negative = inhibition, actives largely listed as inhibitors. 140,000 tested, 0.17% active;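 note: potency is the fitted concentration of half-maximal effect; plate controls were DMSO cells for no effect and cell-free wells for full effect; nearly all actives have a fitted effect of over 45% in size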
NIH3T3 tox – kills NIH 3T3 cells. NIH 3T3 viability, CellTiter-Glo ATP luminescence, 48-72 h. Potency, µM (titrated, usually from 96.7 µM), for the others: top-dose activity change, negative = cytotoxicity, most hits filed as inhibitors. 94,000 tested, 4.3% active. AID 1345082; note: potency is the fitted concentration of half-maximal effect; nearly all actives have a fitted effect of over 55% in size
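Cells were seeded at 400 per well, treated with pin-transferred compound, and kept 48 or 72 hr at 37 °C before CellTiter-Glo addition and luminescence imaging of cellular ATP.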
HEK293 tox – kills HEK 293 cells; 94,000 tested, 6.6% active; Potency, µM (doses to about 115 µM), without a hit: top-dose activity change, negative = cytotoxicity, usual class: inhibitors; AID 1345083; HEK 293 viability, ATP luminescence (CellTiter-Glo), 48-72 h; note: potency is the fitted concentration of half-maximal effect; nearly all actives have a fitted effect of over 60% in size
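Luminescence from cellular ATP, measured with CellTiter-Glo, indicates HEK 293 viability. Cells plated at 250 cells/well are treated with compound for 48 or 72 hr at 37 degree Celsius before reagent addition.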
Luciferase inh – blocks purified firefly luciferase enzyme activity; Potency, µM (doses to about 115 µM), for the others: top-dose activity change, negative = inhibition, most hits filed as inhibitors; 76,000 tested, 2.5% active; AID 1347043; purified P. pyralis luciferase, luminescence, biochemical; P08659; note: potency is the fitted concentration of half-maximal effect; nearly all actives have a fitted effect of over 65% in size
Target sequence (P08659 whole entry, looked up): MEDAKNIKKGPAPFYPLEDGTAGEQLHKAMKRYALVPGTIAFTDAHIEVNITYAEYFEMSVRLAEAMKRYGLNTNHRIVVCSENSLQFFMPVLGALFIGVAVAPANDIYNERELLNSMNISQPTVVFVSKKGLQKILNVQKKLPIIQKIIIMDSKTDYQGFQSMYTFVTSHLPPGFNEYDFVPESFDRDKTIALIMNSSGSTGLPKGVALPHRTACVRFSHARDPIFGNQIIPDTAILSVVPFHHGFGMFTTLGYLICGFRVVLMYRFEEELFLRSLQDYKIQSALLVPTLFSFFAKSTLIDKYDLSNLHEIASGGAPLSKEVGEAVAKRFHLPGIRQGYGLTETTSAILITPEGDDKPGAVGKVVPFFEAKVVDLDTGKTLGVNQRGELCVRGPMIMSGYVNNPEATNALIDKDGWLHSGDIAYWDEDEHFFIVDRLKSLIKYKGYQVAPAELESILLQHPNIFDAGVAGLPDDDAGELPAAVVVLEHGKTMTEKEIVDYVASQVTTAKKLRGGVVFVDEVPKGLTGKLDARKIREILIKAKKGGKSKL
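Biochemical qHTS: compound (6-point titration) added to 10uM D-luciferin plus 10uM ATP in Tris acetate pH 7.5 buffer with Mg, Tween-20 and BSA, then purified enzyme at 10nM; light output imaged.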
GPT2 inhibitor – blocks human glutamate pyruvate transaminase 2. Recombinant GPT2, coupled pyruvate oxidase/HRP Amplex Red fluorescence. Potency, µM (doses to about 57.7 µM), for the others: at the top dose activity change, negative = inhibition, hits mostly inhibitors. AID 1671188. 100,000 tested, 0.25% active. Q8TD30; note: potency is the fitted concentration of half-maximal effect; nearly all actives have a fitted effect of over 60% in size; many of its hits are not listed in these tables
Target sequence (Q8TD30 whole entry, looked up): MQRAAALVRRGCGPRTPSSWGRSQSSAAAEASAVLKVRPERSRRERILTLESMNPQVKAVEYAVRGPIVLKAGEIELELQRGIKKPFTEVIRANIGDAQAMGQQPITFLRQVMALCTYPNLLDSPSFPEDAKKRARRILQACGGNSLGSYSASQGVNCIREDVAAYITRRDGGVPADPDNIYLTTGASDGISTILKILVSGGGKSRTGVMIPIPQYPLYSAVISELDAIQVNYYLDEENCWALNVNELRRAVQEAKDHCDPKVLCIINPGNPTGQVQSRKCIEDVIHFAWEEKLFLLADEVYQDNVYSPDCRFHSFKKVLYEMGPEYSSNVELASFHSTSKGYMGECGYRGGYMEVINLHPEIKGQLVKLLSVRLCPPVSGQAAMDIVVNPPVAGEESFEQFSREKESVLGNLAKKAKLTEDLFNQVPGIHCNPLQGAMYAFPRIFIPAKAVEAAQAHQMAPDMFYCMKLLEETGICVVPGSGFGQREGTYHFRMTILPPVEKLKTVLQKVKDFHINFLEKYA
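GPT2 10ng/uL, a-KG 250uM, L-Ala 2mM, HEPES pH7.5 + 0.0001% Tween; 30 min RT. Then Amplex mix (PO/HRP/ThPP), 30 min RT dark, fluorescence. AOA 50uM used as positive control.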
* marks the source's active call; other numbers are inactive results; i = inactive; ? = inconclusive; . = no result given; & = joins results of further samples; [ ] = remark or other dose. Unless noted, calls come from the whole dose curve; as a rule, active = well fitted curve in the direction sought with a large enough effect; inconclusive = small, poorly fitted or top-dose-only effect, or another doubt; inactive = no such curve, though single readings can be large; an effect the other way counts as inactive or inconclusive. Unless noted, % is set by controls: 0 for no effect and ±100 for the full control effect.

Preview, 4 compounds:
#1 COCCN1CC(CO)C2(CCN(C(=O)c3ccc4ncccc4c3)CC2)C1 (centres undefined)
#2 Cc1noc(C)c1S(=O)(=O)N1CCC2(CC1)N(c1ccccc1)C(=O)CS2=O (centres undefined)
#3 Cc1cc(C)cc(C2(CNC(=O)C3CC4(CCNCC4)CN3)CCCC2)c1 (centres undefined)
#4 Cc1ccc(-c2nc3ccc(Cl)cn3c2Nc2ccc3c(c2)OCCO3)o1
compound no.	1	2	3	4
IP6K1 inh	5.3	-11.8	4.5	-3.6
SNCA viab count	-1.0%[12.5 µM]	12.8%	-12.1%	-7.8%
SNCA expr inhib	25.3%	26.1%	-12.2%	91.2%[activator]
NIH3T3 tox	-8.0%	i	?	.
HEK293 tox	?	i	79.4µM*	.
Luciferase inh	10.2%	.	-2.1%	.
GPT2 inhibitor	3.1%	-7.9%	i	.

Results, repeating the preview:
#1 COCCN1CC(CO)C2(CCN(C(=O)c3ccc4ncccc4c3)CC2)C1 (centres undefined)
#2 Cc1noc(C)c1S(=O)(=O)N1CCC2(CC1)N(c1ccccc1)C(=O)CS2=O (centres undefined)
#3 Cc1cc(C)cc(C2(CNC(=O)C3CC4(CCNCC4)CN3)CCCC2)c1 (centres undefined)
#4 Cc1ccc(-c2nc3ccc(Cl)cn3c2Nc2ccc3c(c2)OCCO3)o1
#5 CCc1ccccc1NC(=O)CCn1nc(C)c2c(C)n(-c3ccccc3)nc2c1=O
#6 CCN1CCC(N2CC[C@@H]3C(=O)NCCCCCCN(Cc4ccncc4)[C@@H]3C2)CC1
#7 CC(C)CC(=O)N1C[C@@H](Oc2cccnc2)C[C@H]1C(=O)NC1CC1
#8 CN(C)C(=O)c1cc2c(s1)CCC(C(=O)NCc1ccncc1)C2 (centres undefined)
compound no.	1	2	3	4	5	6	7	8
IP6K1 inh	5.3	-11.8	4.5	-3.6	10.9	2.4	3.0	7.0
SNCA viab count	-1.0%[12.5 µM]	12.8%	-12.1%	-7.8%	-0.7%	-7.3%	-3.4%	9.7%
SNCA expr inhib	25.3%	26.1%	-12.2%	91.2%[activator]	-9.5%	0.3%	5.9%	-7.3%
NIH3T3 tox	-8.0%	i	?	.	.	-2.2%	?	i
HEK293 tox	?	i	79.4µM*	.	.	i	-21.5%	-10.1%
Luciferase inh	10.2%	.	-2.1%	.	.	5.4%	-10.2%	-0.6%
GPT2 inhibitor	3.1%	-7.9%	i	.	.	i	i	-8.8%

#9 Cc1cc(C)c(CNC(=O)[C@H]2CNC[C@@H](C(=O)N3CCCC3)C2)cn1
#10 O=C(Cn1cc(S(=O)(=O)c2ccc(Cl)cc2)c(=O)c2ccccc21)Nc1ccc2c(c1)OCO2
#11 O=[S+]([O-])(c1ccccc1)N1Cc2ccccc2CC2(CCCN2Cc2ccncc2)C1 (centres undefined)
#12 CCC(=O)N1CCc2cc(S(=O)(=O)NCCC(=O)Nc3cccc(C)c3C)ccc21
#13 COc1ccccc1C(=O)Nc1c(C(=O)N(C)Cc2ccccc2)sc2nc(C)c(Cl)c(C)c12
#14 CCN1c2ccccc2-c2nc(SCC(=O)Nc3cc(C)c(Cl)cc3OC)ncc2S1(=O)=O
#15 Cn1ncc2c(C(=O)NCC(F)F)cc(-c3ccccc3C(F)(F)F)nc21
#16 OC1(c2csc(CN3CCc4ccccc4C3)n2)CCN(C2CCC2)CC1
compound no.	9	10	11	12	13	14	15	16
IP6K1 inh	18.8	-0.1	3.0	8.9	6.2	35.6	-1.7	-4.5
SNCA viab count	-8.6%	-17.7%	-15.0%	23.3%	?	-18.4%	.	-11.5%[87.6 µM]
SNCA expr inhib	17.2%	-17.5%	3.0%	14.8%	?	-6.3%	.	?
NIH3T3 tox	-6.7%	.	-28.1%	.	.	.	?	100µM*
HEK293 tox	-20.2%	.	?	.	.	.	-8.7%	70.8µM*
Luciferase inh	-0.9%	.	.	.	.	.	.	-5.2%[172 µM]
GPT2 inhibitor	-5.1%	.	i	.	.	.	.	-36.2%[88.5 µM]

#17 O=C(CCCCCCNC(=O)c1cnc(N(c2ccccc2)c2ccccc2)nc1)NO
#18 CCn1c(C(=O)N2CCCC(C(=O)NCCCOC)C2)cc2sccc21 (centres undefined)
#19 Cc1noc(C)c1CCC(=O)NC1CCCc2c1[nH]c1c(Cl)cccc21 (centres undefined)
#20 O=C1[C@@H]2C[C@@H](CN2Cc2cnc3ccccc3c2)Oc2ccccc2N1CC1CC1
#21 COc1ccc(C(=O)N2CCCC(C(=O)N3CCC(c4nc5ncccc5[nH]4)C3)C2)cc1 (centres undefined)
#22 Fc1cccc(-n2cc(CN3CCCC4(CCOC4)C3)cn2)c1 (centres undefined)
#23 COc1cc(C2CC(=O)Nc3c2c(=O)n(C)c(=O)n3C)cc(OC)c1OC (centres undefined)
#24 CCOC(=O)C1CCCN(C(=O)c2cn3cc(-c4ccc(OC)cc4)sc3n2)C1 (centres undefined)
compound no.	17	18	19	20	21	22	23	24
IP6K1 inh	-17.3	0.9	-2.2	-9.0	21.0	-8.1	3.5	8.3
SNCA viab count	-15.0%&-27.4%	9.1%	-10.4%	?	1.8%	5.6%	4.7%	?
SNCA expr inhib	-16.5%	11.0%	-10.9%	-25.9%[87.6 µM]	-20.7%	-9.7%	-2.1%	-9.6%
NIH3T3 tox	.	.	35.5µM*	?	-20.8%	-28.0%	.	?
HEK293 tox	.	.	?	50.1µM*	-4.2%	-11.6%	.	?
Luciferase inh	.	.	-0.7%	-17.7%[172 µM]	.	-12.6%	.	.
GPT2 inhibitor	i	.	-16.6%	i	i	-1.3%	.	i

#25 Cc1ccc(-n2nc(C(=O)Nc3ccc(C)c(F)c3)c3c4ccccc4n(C)c3c2=O)cc1
#26 Cc1noc2c(N(C)C)cc(-c3ccc(Cl)cc3)nc12
#27 COc1ccc2oc(=O)cc(CN3CCN(Cc4ccccc4)CC3)c2c1
#28 CC(C)(Oc1nn(Cc2cccc(Cl)c2)c2ccccc12)C(=O)N1CC(O)C1
#29 O=C(Nc1ccccc1C(F)(F)F)N1CCC(CN2CCc3ccccc3C2)CC1
#30 COc1ccc(C(=O)N2CCCC(c3nn(C)c(=O)n3C(C)C)C2)cc1OC (centres undefined)
#31 O=C1Nc2ccc(/C=C/c3ccccc3)cc2C(=O)N2CC[C@H](NS(=O)(=O)c3cccs3)[C@@H]12
#32 CCCCNC(=O)CN1C(=O)COc2ccc(S(=O)(=O)N3CCCCCC3)cc21
compound no.	25	26	27	28	29	30	31	32
IP6K1 inh	-7.2	-1.0	-14.0	-8.5	34.1	22.5	-7.4	11.5
SNCA viab count	1.8%	9.7%[87.6 µM]	4.1%	-12.6%[87.6 µM]	-6.3%	5.8%	-18.7%	-29.2%
SNCA expr inhib	25.7%	6.6%[87.6 µM]	-7.8%	-21.5%[87.6 µM]	-7.1%	-11.6%	?	-3.1%
NIH3T3 tox	.	?	.	?	.	-25.8%	?	.
HEK293 tox	.	?	.	?	.	-16.9%	?	.
Luciferase inh	.	-2.2%[230 µM]	.	0.3%[172 µM]	.	.	?	.
GPT2 inhibitor	.	?	.	-14.9%[88.5 µM]	.	1.8%	2.0%	.

#33 O=C(CCC(F)(F)F)NC1CC(=O)N(Cc2ccccc2Cl)C1 (centres undefined)
#34 Cc1ccc(NC(=O)N2CCc3c(c4ccccc4n3CC3CC3)C2)cc1
#35 O=C(c1cccs1)N1CCC(N(C(=O)NCCc2ccccc2)C2CCOCC2)CC1
#36 Cc1cccc(CNC(=O)c2cc3c(N(C)Cc4ccccc4)nc(C)cn3n2)c1
#37 CN1CCN([C@@H]2[C@H](O)[C@H](CO)O[C@@H]2CNS(=O)(=O)c2cccs2)CC1
#38 COCc1nc(CCNC(=O)c2sc(C)nc2C)no1
#39 O=C(NCC(c1ccc2c(c1)OCO2)N1CCOCC1)C(=O)Nc1cccc(Cl)c1 (centres undefined)
#40 COc1ccc(-c2cc(C[C@@H]3CC[C@H](O)[C@@H](CNC4CCN(C)CC4)O3)no2)cc1
compound no.	33	34	35	36	37	38	39	40
IP6K1 inh	10.0	4.6	11.4	-8.7	7.2	2.0	-9.5	11.1
SNCA viab count	3.8%	1.1%	-13.7%	-0.2%	-6.1%	-5.1%[12.5 µM]	9.9%	-4.7%[87.6 µM]
SNCA expr inhib	8.1%	72.9%[activator]	26.7%	-14.2%	-17.9%	-3.1%	-26.2%	107.1%[activator][87.6 µM]
NIH3T3 tox	i	25.1µM*	?	?	-7.7%	-4.1%	.	?
HEK293 tox	i	?	i	?	-0.3%	-3.8%	.	?
Luciferase inh	-3.6%	14.1µM*	.	-5.0%	-3.4%	-4.6%	.	?
GPT2 inhibitor	i	i	i	?	i	i	.	-9.6%[88.5 µM]

#41 COCCN(CCOC)CC[C@@H]1CC[C@H](O)[C@@H](C(=O)NCc2ccc(OC)cc2)O1
#42 CC(C)c1nc2c(c(-c3ccc(Cl)cc3)n1)CCN([S+](=O)([O-])c1cccc(C(F)(F)F)c1)CC2
#43 O=C(C1CC1)N1CCC(C(=O)N2CCC(N3CCOC3=O)CC2)CC1
#44 COC1C(=O)N(c2cccc(F)c2)C12CCN(C(=O)c1cn(C)cn1)CC2 (centres undefined)
#45 CCOc1ccc(C(=O)N2CCC(c3nc4ccccc4o3)CC2)cc1
#46 CC(C)C1CN(S(=O)(=O)C2CC2)CCC(=O)N1Cc1ccc(F)cc1 (centres undefined)
#47 Cn1c(=O)c2c(nc(Oc3ccccc3)n2Cc2c(Cl)cccc2Cl)n(C)c1=O
#48 CCCS(=O)(=O)N1CCC(Oc2ccc(-c3noc(C(C)C)n3)cc2)C1 (centres undefined)
#49 COC[C@@H]1CN(C(=O)Cc2ccccc2C)C[C@H]1c1nc(C2CC2)no1
#50 O=C(c1ccoc1)N1CCN(c2cc(-c3cccs3)[nH]n2)CC1
#51 Cc1ncc(C(=O)N2CCOCC2CC(=O)N2CCCC2)c(-c2ccccc2)n1 (centres undefined)
compound no.	41	42	43	44	45	46	47	48	49	50	51
IP6K1 inh	11.0	5.7	-5.9	24.4	14.3	12.9	-8.1	8.0	11.3	1.7	-19.4
SNCA viab count	-3.0%[87.6 µM]	0.3%	6.3%	7.4%	-6.4%	-8.0%	-3.6%	-5.6%	0.2%	6.8%	5.5%
SNCA expr inhib	-26.4%[87.6 µM]	5.8%	-5.3%	30.0%[activator]	-13.6%	-29.3%	25.4%	11.4%	11.8%	13.2%	-4.8%
NIH3T3 tox	4.1%[174 µM]	-0.8%	i	2.5%	.	0.9%	.	?	-19.2%	-9.7%	-21.6%
HEK293 tox	-0.9%[172 µM]	i	-5.4%	-24.9%	.	-5.3%	.	?	-17.7%	1.4%	-3.0%
Luciferase inh	-4.9%[172 µM]	.	.	6.2%	.	-2.9%	.	?	-0.1%	-1.1%	-2.3%
GPT2 inhibitor	-3.6%[88.5 µM]	3.6%	i	4.4%	.	1.6%	.	i	-20.4%	i	-6.7%
